Assay outcomes as filed in PubChem.
Bcl-B Bim block = inhibitors of Bim-Bcl-B binding, primary screen, biochemical, multiplexed, human Bcl-2 family; Bcl-2-like protein 10 (Homo sapiens), Q9HD36; 190,000 tested, 0.073% active; inhibition, % at 10 µM; AID 951, 2007; bead-based flow cytometry, Bim peptide-Bcl-B binding;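 further: 0% = tracer peptide without compound and 100% = reference inhibitor peptide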
Target sequence (Q9HD36 whole entry, looked up): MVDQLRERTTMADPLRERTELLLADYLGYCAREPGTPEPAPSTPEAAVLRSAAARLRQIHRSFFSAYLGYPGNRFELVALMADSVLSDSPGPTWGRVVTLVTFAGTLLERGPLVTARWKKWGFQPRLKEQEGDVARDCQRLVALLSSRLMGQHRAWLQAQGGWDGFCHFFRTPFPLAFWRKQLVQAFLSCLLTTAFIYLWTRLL
Bcl-XL Bim block = inhibitors of Bim-Bcl-XL binding, primary screen, biochemical, multiplexed, bead flow cytometry, human Bcl-XL | 190,000 tested, 0.04% active | inhibition, % at 10 µM | AID 1007, 2008 | Bcl-2-like protein 1 (Homo sapiens), Q07817 | Bim peptide-Bcl-XL binding, fluorescence
Cdc42 wt = modulators of GTP binding to wildtype Cdc42, primary screen, biochemical, multiplex bead flow cytometry, Bodipy-GTP. percent activity (GTP binding), % at 10 µM. Cell division control protein 42 homolog (Homo sapiens), P60953. GST-Cdc42 beads; actives lie on both sides. AID 761, 2007. 190,000 tested, 0.2% active;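 active means percent activity GTP binding at least 20 points away from the 100% baseline, either down as inhibitor or up as activator; inconclusive means compound flagged as likely green fluorescent from well-wide comparison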;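 further: median bead fluorescence of bound Bodipy-FL-GTP at 100 nM; 0% = excess unlabeled GTP control and 100% = no compound control; below 100% means less GTP binding so inhibitor and above means activator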
Target sequence (P60953 whole entry, looked up): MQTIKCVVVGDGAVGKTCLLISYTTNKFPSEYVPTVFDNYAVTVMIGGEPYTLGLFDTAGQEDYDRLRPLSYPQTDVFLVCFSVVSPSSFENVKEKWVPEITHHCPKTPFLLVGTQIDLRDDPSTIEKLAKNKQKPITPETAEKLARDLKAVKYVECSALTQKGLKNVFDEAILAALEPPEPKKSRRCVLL
HRas wt GTP = modulators of GTP binding to HRas wildtype, primary screen, biochemical, bead-based flow cytometry, multiplex. GST-Ras wt beads, Bodipy-FL-GTP binding; actives lie on both sides. 190,000 tested, 0.14% active. GTP binding activity, % at 10 µM. GTPase HRas (Homo sapiens), P01112;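 active means GTP binding activity at least 20% away from the 100% baseline, either lowered as inhibitor or raised as activator; inconclusive means flagged as likely green fluorescent, judged across all proteins in the well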;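 further: 0% = unlabeled GTP competition control and 100% = no-compound control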
Target sequence (P01112 whole entry, looked up): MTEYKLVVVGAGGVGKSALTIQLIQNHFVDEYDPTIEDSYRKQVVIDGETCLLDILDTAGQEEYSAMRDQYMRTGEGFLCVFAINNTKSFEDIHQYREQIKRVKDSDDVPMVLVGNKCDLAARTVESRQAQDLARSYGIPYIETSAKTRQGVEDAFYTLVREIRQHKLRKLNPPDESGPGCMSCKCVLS
Bim-Bfl-1 = inhibitors of Bim binding to Bfl-1, primary screen, biochemical, multiplexed, bead-based flow cytometry. Bim-Bfl-1 binding inhibition. inhibition, % at 10 µM. AID 1008, 2008. 190,000 tested, 0.12% active;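 further: 0% = wells without compound plus tracer and 100% = blocker peptide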
Rac1 mut GTP = GTP binding modulators of activated mutant Rac1, primary screen, biochemical, bead-based flow cytometry, multiplex, fluorescent GTP. Ras-related C3 botulinum toxin substrate 1 (Homo sapiens), P63000. GST-Rac1 activated beads; actives lie on both sides; 100% means binding = to untreated wells. percent activity (GTP binding), % at 10 µM. 190,000 tested, 0.11% active;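 active means GTP binding at least 20 percentage points away from the 100% baseline, in either direction, so actives lie on both sides; inconclusive means Compound likely fluorescent itself, or too few beads counted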
Bim-Bcl-2 = inhibitors of Bim-Bcl-2 binding, primary screen, biochemical, multiplexed, human Bcl-2 family | AID 950, 2007 | 190,000 tested, 0.06% active | inhibition, % at 10 µM | Bead-based flow cytometry, Bim peptide-Bcl-2 binding | Apoptosis regulator Bcl-2 (Homo sapiens), P10415; in the data active means inhibition above about 40%; inconclusive means no clear call, values can overlap the other calls;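 further: 0% = no compound wells with probe peptide and 100% = reference peptide inhibitor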
Target sequence (P10415 whole entry, looked up): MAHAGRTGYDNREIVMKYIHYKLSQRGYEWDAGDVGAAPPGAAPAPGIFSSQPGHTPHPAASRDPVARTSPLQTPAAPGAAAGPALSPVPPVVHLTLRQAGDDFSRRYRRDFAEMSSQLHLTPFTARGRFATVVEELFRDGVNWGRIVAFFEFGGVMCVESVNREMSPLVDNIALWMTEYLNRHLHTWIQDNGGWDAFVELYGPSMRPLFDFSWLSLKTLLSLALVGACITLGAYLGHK
Rab7 wt GTP bind = modulators of GTP binding to Rab7, primary screen, biochemical, wildtype, multiplex bead flow cytometry; AID 758, 2007; Rab7 GTPase wild type (dog), Bodipy-FL-GTP binding; GTP binding activity (percent of control), % at 10 µM; 190,000 tested, 0.055% active; GST-Rab7 beads, fluorescent GTP binding; actives lie on both sides; untreated = 100%, excess cold GTP = 0%;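 active means fluorescent GTP binding to Rab7 beads changed by at least 20 points from the 100% baseline, either direction, mostly lower; inconclusive means compound itself probably fluorescent, or too few beads counted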;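 further: median green fluorescence of bound Bodipy-FL-GTP per Rab7 bead population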
Rac1 wt GTP bind = wildtype Rac1 GTP binding modulators, primary screen, biochemical, GST-Rac1 beads, flow cytometry, multiplex; Ras-related C3 botulinum toxin substrate 1 (Homo sapiens), P63000; fluorescent GTP binding; actives lie on both sides; 0 = cold GTP competed, 100 = untreated; GTP binding activity (% of control), % at 10 µM; 190,000 tested, 0.27% active;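 active means GTP binding activity at least 20 points away from the 100% control level, either lower or higher; inconclusive means compound flagged as likely green fluorescent, judged across all proteins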
Rab2 wt GTP = modulators of GTP binding to Rab2A wildtype, primary screen, biochemical, dog, bead-based flow cytometry, multiplex; 190,000 tested, 0.19% active; GST-Rab2 wt beads, Bodipy-GTP binding; AID 760, 2007; Ras-related protein Rab-2A (Canis lupus familiaris), P61105; GTP binding activity, % at 10 µM;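 active means GTP binding activity at least 20 points away from 100%, either lowered or raised; inconclusive means signal likely due to the compound's own green fluorescence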;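 further: 0% = beads with excess unlabeled GTP and 100% = no-compound control corrected for plate trend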
Bim-Bcl-W = inhibitors of Bim binding to Bcl-W, primary screen, biochemical, multiplexed, bead-based flow cytometry; inhibition, % at 10 µM; Bcl-2-like protein 2 (Homo sapiens), Q92843; Bim peptide-Bcl-W binding; 190,000 tested, 0.02% active; AID 952, 2007;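 further: 0% = bound tracer without compound and 100% = peptide blocker; higher means less fluorescent Bim peptide bound to Bcl-W beads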
Target sequence (Q92843 whole entry, looked up): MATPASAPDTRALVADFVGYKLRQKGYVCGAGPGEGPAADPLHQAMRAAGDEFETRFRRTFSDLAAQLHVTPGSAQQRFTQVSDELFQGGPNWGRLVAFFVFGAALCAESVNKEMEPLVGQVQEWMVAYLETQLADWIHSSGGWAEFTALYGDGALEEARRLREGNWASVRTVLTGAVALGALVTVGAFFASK
Numbers without * were called inactive; ? = inconclusive. Unless noted, no stated cut-off is given here; in the data, active means inhibition above about 40%. Outcome played no part in choosing rows; about 0.62% have a hit in one of these screens.

SMILES | Bcl-B Bim block | Bcl-XL Bim block | Cdc42 wt | HRas wt GTP | Bim-Bfl-1 | Rac1 mut GTP | Bim-Bcl-2 | Rab7 wt GTP bind | Rac1 wt GTP bind | Rab2 wt GTP | Bim-Bcl-W
Cc1cc(C)nc(NC(=O)NS(=O)(=O)N2CCCCCC2)n1 | -7 | -8 | 96 | 98 | -10 | 96 | -15 | 102 | 95 | 101 | -2
Cc1ccc(S(=O)(=O)c2nc(S(=O)(=O)c3ccc(C)cc3)c(NCc3ccco3)s2)cc1 | 0 | -3 | 97 | 100 | -2 | 99 | -2 | 100 | 98 | 98 | -2
O=C(c1ccc(CN2CCOCC2)cc1)N1CCN(c2ccccc2)CC1 | -5 | -7 | 102 | 102 | -1 | 99 | -3 | 100 | 103 | 100 | -6
O=C(c1ccco1)N1CCn2c1nc1ccccc12 | -5 | -5 | 99 | 100 | -5 | 97 | -5 | 93 | 102 | 101 | -2
CCOCC(O)CS(=O)(=O)c1ccccn1 (stereo not given) | -3 | 0 | 108 | 109 | -4 | 102 | -2 | 106 | 105 | 107 | 0
COc1ccc(C(=O)/C=C/Nc2c(C)n(C)n(-c3ccccc3)c2=O)cc1OC | -12 | -6 | 99 | 99 | -12 | 99 | -8 | 98 | 102 | 97 | -2
Cc1cc(Cl)c(S(=O)(=O)N2CCN(c3cccc(C)c3C)CC2)cc1OCC(N)=O | -14 | -9 | ? | ? | -17 | ? | -13 | ? | ? | ? | 0
CCN(C(=O)Cn1cnc2cc([N+](=O)[O-])ccc2c1=O)C1CCS(=O)(=O)C1 (stereo not given) | 0 | 1 | ? | ? | -3 | ? | 0 | ? | ? | ? | 0
COCCCNC(=S)N1CCN(S(C)(=O)=O)CC1 | -6 | -3 | 103 | 101 | -1 | 104 | -2 | 97 | 100 | 98 | -4
Cc1ccc2nc(-c3cccc(N)c3)[nH]c2c1 | -3 | -3 | 99 | 100 | 0 | 98 | 0 | 98 | 105 | 100 | 0
O=C(Nc1ccc(Cl)cc1)Nc1ccccc1C(=O)NCc1ccco1 | 0 | -5 | 100 | 100 | 0 | 98 | -4 | 102 | 102 | 100 | -1
CC(=O)c1cccc(N/C=C\C(=O)c2ccc(C)cc2)c1 | -12 | -7 | 106 | 103 | 2 | 102 | 1 | 98 | 107 | 103 | -1
O=C(NCc1ccccc1)c1cc(-c2ccncc2)nc2ccc(S(=O)(=O)N3CCOCC3)cc12 | -12 | -10 | 105 | 102 | 0 | 99 | -2 | 101 | 104 | 104 | -4
COc1cc(NS(=O)(=O)c2cccc3nsnc23)cc(OC)c1 | -8 | -8 | 99 | 93 | -14 | 89 | -8 | 91 | 93 | 91 | -2
N#C/C(=C\c1cn(-c2ccccc2)nc1-c1ccccc1)S(=O)(=O)c1ccccc1 | -10 | -8 | 102 | 99 | -5 | 97 | -7 | 95 | 104 | 98 | -6
c1ccc(-c2cnc(SCCN3CCOCC3)n2CC2CCCO2)cc1 (stereo not given) | -7 | -5 | 101 | 102 | -2 | 101 | -5 | 104 | 103 | 99 | -3
C=CCNc1nc(Cl)nc(Nc2ccc([N+](=O)[O-])cc2)n1 | -7 | -3 | 98 | 94 | -9 | 93 | -1 | 98 | 95 | 95 | -3
COc1ccccc1N(CCC#N)C(=O)CSc1nc(-c2ccccc2)cn1N | -10 | -5 | 98 | 101 | -10 | 98 | -5 | 104 | 102 | 102 | -1
CCCOc1cc(CC(=O)NCc2ccco2)ccc1OC | -8 | 0 | 100 | 100 | -5 | 99 | -4 | 97 | 100 | 98 | 3
CCOC(=O)c1c(NC(=O)c2c(Br)cnn2C)c(C#N)nn1-c1ccccc1 | -3 | 0 | 92 | 94 | 0 | 95 | -3 | 100 | 94 | 92 | -3
CCCCC1C2=C(CC(C)(C)CC2=O)OC2=C1C(=O)CC(C)(C)C2 | -5 | -5 | 102 | 100 | -5 | 99 | -2 | 100 | 102 | 99 | -2
CCOCC(=O)Nc1cc(C(=O)Nc2cc(C)cc(C)c2)ccc1Cl | -7 | -4 | 96 | 100 | -10 | 96 | -4 | 104 | 99 | 100 | -3
COC(=O)c1ccc(COC(=O)c2[nH]c(C)c(C(C)=O)c2C)o1 | 0 | -3 | 101 | 102 | 0 | 98 | 0 | 102 | 106 | 103 | -1
CCOc1ccc2oc(C(=O)OCC(=O)NC(=O)NC3CCCC3)c(C)c2c1 | -4 | -2 | 100 | 98 | -5 | 100 | -1 | 94 | 100 | 97 | -5
O=C(O)COc1ccccc1O | -6 | -4 | 102 | 101 | -13 | 101 | -11 | 100 | 105 | 103 | 0
CC(C)NC(=S)N(CCc1ccncc1)C(C)C | -4 | -2 | 97 | 99 | -6 | 96 | -4 | 105 | 98 | 99 | -2
CCCCC(C(=O)NC(C)(C)C)N(Cc1ccco1)C(=O)c1snc(C(N)=O)c1N (stereo not given) | -3 | -4 | 107 | 106 | 0 | 103 | -2 | 100 | 102 | 107 | -4
Cn1c(=O)c2sccc2n2c(CCCC(=O)NCc3ccc4c(c3)OCO4)nnc12 | -1 | 0 | 95 | 96 | -7 | 94 | -1 | 96 | 93 | 93 | 1
Cc1cccc(-n2c(SCC(=O)O)nc3sc4c(c3c2=O)CCCC4)c1 | 0 | -1 | 98 | 97 | 1 | 94 | -2 | 93 | 99 | 96 | -2
O=C(COC(=O)/C=C/c1nc2ccccc2s1)Nc1cccc2ccccc12 | -8 | -7 | 108 | 103 | -2 | 103 | -5 | 103 | 108 | 101 | -6
COc1ccc(Br)cc1CNC(=O)C1CCCN(c2nc3ccccc3o2)C1 (stereo not given) | -12 | -9 | 98 | 98 | -23 | 97 | -13 | 98 | 100 | 99 | -5
Cc1[nH]c2ccccc2c1CCN(Cc1cccs1)C(=S)NC(C)(C)C | -7 | -3 | 100 | 100 | -9 | 98 | -4 | 105 | 103 | 100 | -2
COc1cccc(NC(=O)Cc2nc(-c3ccccc3)sc2-c2ccc(C)cc2)c1 | -6 | -4 | 100 | 98 | 2 | 97 | 0 | 99 | 99 | 98 | -2
COC(=O)/C(=C/c1ccco1)NC(=O)c1ccccc1 | -5 | -5 | 104 | 102 | -2 | 103 | -2 | 105 | 109 | 101 | -4
O=C(Nc1ccccc1C(=O)NC(Cc1ccccc1)C(=O)NC1CCCCC1)c1ccccc1 (stereo not given) | -6 | -4 | 100 | 102 | -6 | 101 | 1 | 101 | 104 | 103 | -6
O=C(Nc1cccc(F)c1)c1cc(S(=O)(=O)N2CCC(C(=O)O)CC2)ccc1F | -5 | -6 | 97 | 97 | -17 | 98 | -6 | 98 | 103 | 99 | 1
COc1ccc(-c2nc(CS(=O)CC(=O)NCC3CCCO3)c(C)o2)cc1 (stereo not given) | -9 | -2 | 101 | 103 | -2 | 99 | -3 | 101 | 104 | 102 | -2
O=C(CSc1ccccc1)NN1C(=O)c2ccccc2C1=O | 3 | 1 | 94 | 93 | 7 | 96 | 3 | 93 | 94 | 93 | 4
COc1ccc(CNC(=O)C2CC(c3ccccc3[N+](=O)[O-])=NO2)cc1 (stereo not given) | 1 | -1 | 100 | 99 | -1 | 97 | 1 | 98 | 99 | 99 | 2
CCOC(=O)c1cnc(Nc2nc3ccccc3o2)nc1C | -6 | -12 | 99 | 100 | -7 | 98 | -2 | 98 | 97 | 98 | 2
Cc1ccc(Cn2c(CN3CCOCC3)nc3c2c(=O)[nH]c(=O)n3C)cc1 | -2 | -1 | 105 | 103 | -1 | 99 | -1 | 103 | 102 | 102 | -1
Cc1ccccc1-n1nc(-c2cccnc2)cc1C(=O)N/N=C/c1ccncc1 | -2 | -3 | 94 | 96 | -4 | 99 | 0 | 106 | 98 | 95 | 0
O=C(Nc1cccc(Cl)c1)Nc1nc(-c2ccccc2)cs1 | -7 | -2 | 99 | 97 | -4 | 98 | -2 | 98 | 98 | 99 | -2
CCOC(=O)C(=O)Nc1nc(-c2ccccc2)c(CC)s1 | -1 | -2 | 96 | 97 | -7 | 96 | -4 | 97 | 99 | 96 | 1
Cc1ccc(OCCCCn2c(CO)nc3ccccc32)cc1 | -3 | -1 | 96 | 97 | -4 | 94 | -2 | 108 | 99 | 99 | 1
CCOC(=O)c1nnc(-c2ccccc2)nc1Oc1ccccc1Cl | -8 | 0 | 101 | 100 | -10 | 97 | -7 | 96 | 102 | 97 | -2
COc1cccc(OCCCCN2CCCCC2)c1 | -7 | -7 | 102 | 100 | -10 | 100 | -10 | 105 | 100 | 101 | -3
Cc1ccc2sc(NNC(=O)C3=COCCO3)nc2c1C | -3 | 0 | 97 | 99 | 1 | 94 | 0 | 103 | 97 | 100 | 4
CCn1c(SCCC#N)nnc1-c1ccncc1 | -2 | -6 | 105 | 102 | -2 | 101 | -3 | 96 | 105 | 99 | -5
CC(C)Nc1nc(NC(C)C)nc(Oc2ccc(=O)n(C)n2)n1 | -7 | -1 | 95 | 96 | -7 | 97 | -5 | 95 | 97 | 97 | -2
Cc1ccc2cc(C)c3nnc(SCC(=O)c4cccs4)n3c2c1C | -14 | -7 | 103 | 100 | -12 | 99 | -7 | 101 | 101 | 100 | -1
Cc1cc(NC(=O)c2cccc(C(=O)Nc3cc(C)on3)n2)no1 | 4 | 6 | 79* | 80 | -2 | 91 | -1 | 93 | 88 | 80 | 2
CCCCn1c(=O)[nH]c(=O)c2c1nc(-c1ccc(C(F)(F)F)cc1)n2C | -4 | 0 | 96 | 98 | -4 | 95 | 0 | 104 | 103 | 97 | 2
Cc1nnc2sc(SCc3cccc(Cl)c3)nn2c1=O | -4 | -13 | 94 | 98 | -2 | 96 | -1 | 103 | 95 | 96 | -8
CC(C)Sc1nc(O)c(Cc2ccccc2)c(=O)[nH]1 | -9 | -6 | 102 | 100 | -17 | 100 | -11 | 100 | 101 | 101 | 0
